Bioassay records (PubChem BioAssay)
SSB-PriA inh: inhibitors of Klebsiella pneumoniae PriA binding to SSB C-terminal tail, primary screen, biochemical, AlphaScreen. PriA–SSB C-terminal tail interaction (Klebsiella pneumoniae). AlphaScreen SSBct-PriA binding, biotinylated peptide. 430,000 compounds, 0.6% hits. inhibition, % at 33 µM. AID 1272365, 2023; in the data active means inhibition mostly above about 37%, no sharp cut-off; inactive means mostly below about 20%;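 further: plate controls were negative control peptide for no effect and reference peptide for full effect; strong numbers were not always called active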
MazF activator: activators of E. coli MazEF toxin-antitoxin RNase, primary screen, biochemical, fluorescence, uHTS | activation, % at 20 µM | 350,000 compounds, 0.32% hits | Endoribonuclease toxin MazF (Escherichia coli (strain K12)), P0AE70 | AID 504720, 2011 | FAM/BHQ RNA-DNA oligo cleavage fluorescence, 5 h; in the data active means activation above about 50%
3CLpro inhibitor: SARS-CoV 3CLpro protease inhibitors, primary screen, biochemical, quenched FRET; Replicase polyprotein 1ab (Severe acute respiratory syndrome coronavirus), P0C6X7; recombinant SARS-CoV 3CLpro, quenched FRET peptide cleavage; inhibition, % at 6 µM; 290,000 compounds, 0.14% hits; AID 1706, 2009; in the data active means inhibition above about 12%
BH1578 lux ind: inducers of Vibrio cholerae quorum light production without autoinducers, primary screen, BH1578 luxS cqsA deficient, single point; V. cholerae BH1578 lux reporter, luminescence, 6 h; activation, % at 18.7 µM; 350,000 compounds, 0.16% hits; AID 588436, 2011; in the data active means activation mostly above about 9.7%, no sharp cut-off; further: not every result past the cut was called active; inactives centre near 0; reference of the scale not given here
CCHF vOTU inh: CCHFV vOTU protease inhibitors, primary screen, biochemical, Pep-AMC substrate, fluorescence | Crimean-Congo hemorrhagic fever virus L polyprotein viral ovarian tumor (vOTU) protease … | inhibition, % at 11.5 µM | 370,000 compounds, 0.55% hits; in the data active means inhibition above about 30%; further: 0% = vehicle wells with enzyme and 100% = no enzyme wells
Rv3671c protease: Rv3671c serine protease inhibitors, primary screen, biochemical, fluorescence polarization, M. tuberculosis H37Rv. P9WHR9. 320,000 compounds, 0.048% hits. AID 2606, 2010. inhibition, % at 5.96 µM; in the data active means inhibition above about 38%;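 further: extracellular domain of Rv3671c used as enzyme; 0% = enzyme with DMSO and 100% = no enzyme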
PrPC TRFRET: inhibitors of human cell surface prion protein PrPC, primary screen, cell-based, TR-FRET. inhibition, % at 13.8 µM. TR-FRET read-out. 370,000 compounds, 0.43% hits. Major prion protein (Homo sapiens), P04156; in the data active means inhibition above about 24%; further: 0% = median of the test wells and 100% = reference compound wells
VHR inh abs: VHR1 phosphatase inhibitors, primary screen, biochemical, absorbance, uHTS. Dual specificity protein phosphatase 3 (Homo sapiens), P51452. recombinant VHR phosphatase, pNPP absorbance. inhibition, % at 13.3 µM. 290,000 compounds, 0.52% hits. AID 1654, 2009; in the data active means inhibition above about 50%; further: some compounds called inactive have numbers as strong as hits
TcdB inh: TcdB glycohydrolase inhibitors, primary screen, biochemical, single point, plate reader; TcdB glycohydrolase enzymatic assay; inhibition, % at 9.99 µM; Toxin B (Clostridioides difficile), P18177; 350,000 compounds, 0.24% hits; in the data active means inhibition above about 10%
Y pestis TopoI: Yersinia pestis topoisomerase I inhibitors, primary screen, biochemical, cleavage product accumulation, plate reader, single point; activity, % at 10 µM; 360,000 compounds, 0.064% hits; Y. pestis Topo-I cleavage product accumulation; in the data active means activity above about 50%, passing the limit was not always enough; further: inactives centre near 2
* marks the source's active call; other numbers are inactive results; i = inactive; . = no result given; & = joins results of further samples.

1) Clc1ccc(-c2nc3ccccc3nc2-c2ccccc2)cc1
2) CCCCCCCCN1N=N[C@H]2[C@H]1[C@@H]1C[C@H]2N(C(=O)OC(C)(C)C)O1
3) O=C(/C=C/c1ccccc1)N/C(=C/c1ccccc1)C(=O)NCCO
4) Cc1cc(N2CCOCC2)nc2ccc(NC(=S)NCc3ccc4c(c3)OCO4)cc12
5) CCOc1ccccc1C(=O)NC(C(=O)NCc1ccccc1OC)C(C)C (stereo not given)
6) COc1ccccc1OC1=NS(=O)(=O)c2ccccc21
7) COc1ccc(NC(=O)CCc2nnc3ccc(NCc4ccco4)nn23)cc1
8) NS(=O)(=O)c1ccc(N=Nc2ccc(=O)[nH]c2O)cc1
9) Cc1ccc(OCCC(=O)OCC(=O)Nc2ccc(N3CCOCC3)cc2)cc1
10) C=CCC[C@H](Cc1ccc(F)cc1)C(=O)OC[C@H]1CCCN1C(=O)[C@@H](CC=C)CC(=O)NCCO
assay / entry	1	2	3	4	5	6	7	8	9	10
SSB-PriA inh	-2	-25	-5	11	-1	7	-3	25	0	4
MazF activator	-5	6	3	4	2	-2	14	-1	8	-4
3CLpro inhibitor	3	.	1	-4	-2	0	-5	-1	.	.
BH1578 lux ind	-3.1	-6.7	i	i	i	i	-0.7	-2.2	i	-1.0
CCHF vOTU inh	2	8	-7	3	-6	5	-12	32*	7	3
Rv3671c protease	-1	.	11	0	5	-5	-14	-45	6	3
PrPC TRFRET	4	3	9	-12	3	-1	0	-58	-2	-16
VHR inh abs	-1	.	0	31	22	25	6	40	.	.
TcdB inh	1.2	0.2	.	0.0	0.7	.	-0.3	-2.4	0.4	2.5
Y pestis TopoI	3	3	4	16	-1	2	2	-3	3	36

Given with two lines to a compound: 6 of the compounds above
Order of results – SSB-PriA inh	MazF activator	3CLpro inhibitor	BH1578 lux ind	CCHF vOTU inh	Rv3671c protease	PrPC TRFRET	VHR inh abs	TcdB inh	Y pestis TopoI
(7) COc1ccc(NC(=O)CCc2nnc3ccc(NCc4ccco4)nn23)cc1
 : -3	14	-5	-0.7	-12	-14	0	6	-0.3	2
(2) CCCCCCCCN1N=N[C@H]2[C@H]1[C@@H]1C[C@H]2N(C(=O)OC(C)(C)C)O1
 : -25	6	.	-6.7	8	.	3	.	0.2	3
(10) C=CCC[C@H](Cc1ccc(F)cc1)C(=O)OC[C@H]1CCCN1C(=O)[C@@H](CC=C)CC(=O)NCCO
 : 4	-4	.	-1.0	3	3	-16	.	2.5	36
(1) Clc1ccc(-c2nc3ccccc3nc2-c2ccccc2)cc1
 : -2	-5	3	-3.1	2	-1	4	-1	1.2	3
(4) Cc1cc(N2CCOCC2)nc2ccc(NC(=S)NCc3ccc4c(c3)OCO4)cc12
 : 11	4	-4	i	3	0	-12	31	0.0	16
(5) CCOc1ccccc1C(=O)NC(C(=O)NCc1ccccc1OC)C(C)C (stereo not given)
 : -1	2	-2	i	-6	5	3	22	0.7	-1

Carrying on.
11) CCCCCC(=O)NNC1=NCC(Cc2cccc(Cl)c2)S1 (stereo not given)
12) COc1cc(NC(=O)COC(=O)CO/N=C(\C)c2ccc3c(c2)OCO3)cc(OC)c1
13) Cc1ccc(CN2C(=O)C(C)Nc3ncnc(N4CCN(c5ccccn5)CC4)c32)cc1 (stereo not given)
14) Cc1cc(C)c(NC(=O)C2CCCN2CCOC(=O)c2ccccc2)c(C)c1 (stereo not given)
15) CN1CCN(CCCNC(=O)c2ccc(/C=C3\Oc4ccccc4N(Cc4ccc(Cl)cc4)C3=O)cc2)CC1
16) CCC(C)NCCOc1ccc(Br)cc1 (stereo not given)
17) COc1ccc(C2Nc3ccccc3C(=O)N2c2ccc(F)cc2)cc1CSc1ccccn1 (stereo not given)
18) Cc1ccc(N(CC2CO2)S(=O)(=O)c2ccccc2[N+](=O)[O-])cc1 (stereo not given)
19) O=C(CP(=O)(c1ccccc1)c1ccccc1)N1CCCCC1
20) CCCS(=O)(=O)c1c(S(=O)(=O)CCC)c2cnccn2c1C(=O)c1ccc(Cl)cc1
assay / entry	11	12	13	14	15	16	17	18	19	20
SSB-PriA inh	-3	.	3	-14	-5	-12	-3	10	-5	1
MazF activator	0	1	-2	0	-38	1	-16	5	5	2
3CLpro inhibitor	-6	.	.	1	-2	-5	3	0	1	2
BH1578 lux ind	-2.8	-2.0	6.7	-5.7	0.7	1.6	-0.2	-0.6	.	-7.1
CCHF vOTU inh	-3	9	5	-7	-36	-14	7	7	1	8
Rv3671c protease	-10	0	-10	4	-63	3	4	0	2	5
PrPC TRFRET	-6	-3	-3	-4	-26	1	-6	-3	0	-2
VHR inh abs	8	.	.	-2	-31	11	-13	7	6	-12
TcdB inh	0.0	-0.1	0.2	0.8	-0.5	.	0.1	1.5	.	.
Y pestis TopoI	0	26	4	28	8	-8	-7	0	6	25

21) O=S(=O)(c1ccc(F)c(F)c1F)N1CCN(C(=S)NC2CC3CCC2C3)CC1 (stereo not given)
22) CC(=O)Nc1ccc(-n2c(C)c(C(C)=O)c(C(C)=O)c2C)cc1
23) COc1ccc(N(Cc2cc3ccc(C)cc3[nH]c2=O)C(=O)C2CCCO2)cc1 (stereo not given)
24) Cc1ccnc(NC(=O)COc2c(C)cc(C)cc2[N+](=O)[O-])c1
25) COc1cccc(N(Cc2nnc3n2CCCCC3)C(=O)Nc2ccccc2F)c1
26) Cc1ccc(C(=O)N2CC(C)OC(C)C2)c(Cl)c1 (stereo not given)
27) Cc1noc(C)c1CSc1nc2sc(C)c(C)c2c(=O)n1-c1ccccc1
28) COc1ccc(C(C(=O)NC(C)(C)C)N(C(=O)CNC(=O)c2cccs2)c2ccc(NC(C)=O)cc2)cc1OC (stereo not given)
29) COc1cc(/C=N/N=C(\N)c2nonc2N)cc(OC)c1OC
30) Cc1ccc(NC(=O)CN(C)C(=O)Cn2nnc(-c3ccccc3)n2)cc1
assay / entry	21	22	23	24	25	26	27	28	29	30
SSB-PriA inh	3	-7	-11	0	3	6	7&-5	-7	.	-15
MazF activator	-2	6	10	1	12	5	-9	0	-10	3
3CLpro inhibitor	-1	1	3	3	4	-3	-5	0	0	.
BH1578 lux ind	-0.6	0.0	-0.4	i	-1.1	.	i	i	-0.2	i
CCHF vOTU inh	1	-3	13	20	-10	-4	3	0	-2	-5
Rv3671c protease	-6	1	5	-7	10	-7	14	2	8	5
PrPC TRFRET	11	-5	7	6	-7	6	-1	7	-4	4
VHR inh abs	34	32	-14	-17	16	-24	10	5	-8	.
TcdB inh	0.9	.	1.5	.	1.9	.	.	1.5	0.2	2.9
Y pestis TopoI	-1	-7	7	5	2	11	-5	-5	-2	-11

31) CCSc1nc2cc(OC)c(OC)cc2c(=O)n1CCc1ccccc1
32) COc1cc(-c2nc3c4ccccc4nc(=S)n3[nH]2)cc(OC)c1OC
33) Cc1nnsc1-c1nnc(SCC(=O)c2ccc(F)cc2)n1C1CC1
34) CC(C)NC(=S)N/N=C1\CCCCC1C1CCCCC1 (stereo not given)
35) CC(C)(C)NC(=O)CN(C(=O)C(=O)Nc1ccc2c(c1)OCCO2)C1CCCC1
36) COc1ccc(CN(C)C[C@@H]2OCc3cnnn3CCCC(=O)N([C@H](C)CO)C[C@H]2C)cc1
37) CCN(CC)C(=O)Cn1cc(C(=O)C(=O)Nc2ccc3c(c2)OCO3)c2ccccc21
38) COc1ccc(C(=O)OCC(=O)NCCCc2ccccc2)c(OC)c1
39) O=C(O)C1(P(=O)(c2ccc(Cl)cc2)c2ccc(Cl)cc2)CC1
40) Cc1ccc(OCCCC(=O)ON=C(N)c2ccccc2C)cc1
assay / entry	31	32	33	34	35	36	37	38	39	40
SSB-PriA inh	1	1	-5	.	-1	.	.	-10	-8	-7
MazF activator	-2	6	-3	1	15	6	0	-9	8	4
3CLpro inhibitor	4	6	-3	-1	4	.	.	2	2	.
BH1578 lux ind	2.9	1.5	-0.5	-1.8	-0.3	i	-0.7	i	-0.7	i
CCHF vOTU inh	-6	8	-7	0	12	-1	9	10	-1	0
Rv3671c protease	0	4	-3	-12	-1	.	.	3	6	0
PrPC TRFRET	4	4	9	0	3	-1	2	-3	-7	3
VHR inh abs	4	-2	24	2	12	.	.	.	31	.
TcdB inh	.	0.1	-2.8	.	-0.3	1.1&-0.3	0.6	0.5	0.7	-0.3
Y pestis TopoI	-1	4	-4	-9	-4	5	17	25	-11	15

41) CC(C)C[C@H](NC(=O)N1CCCCCC1)C(=O)O
42) CCOC(=O)C1=C(COC(=O)c2cccc(NC(C)=O)c2)NC(=O)NC1C (stereo not given)
43) CCN(CC)S(=O)(=O)c1ccc(N(C)C)c(NC(=O)C2CCCC2)c1
44) CC1=Nc2cc(C(=O)NCCCN3CCN(C)CC3)ccc2Sc2ccc(C)cc21
45) COc1ccc(NC(=O)C2C3C=CC(C3)C2C(=O)O)cc1 (stereo not given)
46) CCc1ccc(/C=C2\SC(=S)N(CCCC(=O)N3CCN(C)CC3)C2=O)cc1
47) CN(C(=S)NC(=O)CCCOc1ccc(Cl)cc1Cl)c1ccccc1
48) COc1ccc(S(=O)(=O)N2CCN(C(=O)NC3CCCCC3)CC2)cc1OC
49) Cc1ccc(C(=O)N2CCN(c3ccc(NC(=O)Cc4ccccc4)cc3)CC2)cc1
50) NNC(=O)c1ccc(Oc2cc(Cl)cc(Cl)c2)o1
assay / entry	41	42	43	44	45	46	47	48	49	50
SSB-PriA inh	-5	-4	3	19	-27	.	-15	1	4	-2
MazF activator	4	-2	-24	12	2	18	-1	4	6	0
3CLpro inhibitor	-2	.	1	1	2	.	0	-1	3	2
BH1578 lux ind	-0.2	-11	-0.4	i	-0.6	i	-1.7	i	-0.4	i
CCHF vOTU inh	-2	4	4	11	-6	17	1	-3	12	-2
Rv3671c protease	-11	9	-5	-3	4	.	1	0	7	4
PrPC TRFRET	-1	7	8	-6	1	-11	-2	2	-5	-1
VHR inh abs	-7	.	21	11	25	.	10	4	24	3
TcdB inh	0.7	0.3	0.7	0.9	1.8	-0.6	.	.	-1.4	-2.8
Y pestis TopoI	-6	-1	3	-6	6	19	5	1	16	0

51) COc1cc(S(=O)(=O)N2CCC(C(N)=O)CC2)c(C)cc1C
52) CSc1ncc(C(=O)Nc2cccc(C)c2C)c(C)n1
53) CC1=CC(C)(C)Nc2ccc(Cc3ccc4c(c3)C(C)=CC(C)(C)N4)cc21
54) Cc1ccn2c(C(=O)NN=C3CCCCCCC3)c(C)nc2c1
55) COCCOC(=O)C1=C(C)OC(N)=C(C#N)C1c1ccc2c(c1)OCO2 (stereo not given)
56) Cc1ccc(NC(=O)CCN2C(=O)NC3(CCCC3)C2=O)cc1
57) COc1ccccc1CC(=O)Nc1cccc(C(=O)Nc2nccs2)c1
assay / entry	51	52	53	54	55	56	57
SSB-PriA inh	4	-6	5	-4	-1	-10	-13
MazF activator	9	-4	-36	-4	6	-5	-2
3CLpro inhibitor	0	1	5	-1	-3	.	8
BH1578 lux ind	-5.0	i	-0.6	1.1	i	-0.9	-0.1
CCHF vOTU inh	-10	3	6	-4	13	-4	-8
Rv3671c protease	-1	.	9	-1	-1	.	3
PrPC TRFRET	0	-3	4	-1	-4	6	3
VHR inh abs	12	-20	4	-8	-12	.	12
TcdB inh	.	-0.5	-2.1	-1.2	.	5.0	1.2
Y pestis TopoI	-4	-1	24	8	1	8	1

Not all compounds are listed. The share of hits here may be higher or lower than overall.
